Screens (PubChem)
RGS12 GoLoco inh – blocks human Gai1 binding to RGS12 GoLoco peptide, red readout | AID 880 | 0.44% of 230,000 active | P63096 | Gai1:RGS12 GoLoco peptide FP, rhodamine, 10 min | Potency, µM (top dose mostly 61.6 µM), for inactives: at the top dose activity, negative = inhibition, hits mostly inhibitors; active = well fitted inhibition curve with a large enough effect, not every such curve was filed as active; inactive = no such curve, though single readings can be large or run the other way; note: % is set by controls: 0 for no effect and ±100 for the full control effect; nearly all actives have a fitted effect of over 30% in size; many of its hits are not listed in these tables
Target sequence (P63096 whole entry, looked up): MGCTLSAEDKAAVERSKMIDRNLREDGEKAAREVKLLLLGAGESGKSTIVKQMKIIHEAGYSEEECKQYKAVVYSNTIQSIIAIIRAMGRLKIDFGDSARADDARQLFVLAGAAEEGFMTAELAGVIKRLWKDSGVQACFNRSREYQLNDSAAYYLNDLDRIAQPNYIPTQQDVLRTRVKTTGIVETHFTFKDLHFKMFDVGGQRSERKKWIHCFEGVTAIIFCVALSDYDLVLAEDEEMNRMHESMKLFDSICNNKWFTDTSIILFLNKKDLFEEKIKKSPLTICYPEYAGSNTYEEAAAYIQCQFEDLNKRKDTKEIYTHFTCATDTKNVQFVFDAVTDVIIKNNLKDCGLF
KDM4E inh – inhibitors of human JMJD2E histone demethylase; B2RXH2; JMJD2E catalytic domain, FDH-coupled NADH fluorescence (FDH is formaldehyde dehydrogenase); Potency, µM (series often up to 57.1 µM), without a hit: at the highest dose activity change, negative = inhibition, actives largely listed as inhibitors; 1.6% of 230,000 active; AID 2147; active = well fitted inhibition curve with a large enough effect, not every such curve was filed as active; inconclusive = small, poorly fitted or top-dose-only effect, or another doubt; inactive = no such curve, though single readings can be large or run the other way;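 note: 0% = wells with enzyme and -100% = buffer wells without enzyme; nearly all actives have a fitted effect of over 50% in size; many of its hits are not listed in these tables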
Lamin A splicing – modulators of lamin A splicing. HeLa LMNA splicing GFP/RFP minigene ratio, 48 h. Potency, µM (series often up to 46.1 µM), without a hit: top-dose ratio change, negative = inhibition, actives largely listed as inhibitors. 0.01% of 200,000 active; active = well fitted inhibition curve with a large enough effect in the signal ratio, with a control signal flat, not every such curve was filed as active; inconclusive = small, poorly fitted or top-dose-only effect, or effect the other way, or a change in a side signal; the % refers to the signal ratio; note: % is set by controls: 0 for no effect and ±100 for the full control effect
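Read-out is the ratio of GFP to DsRed2 object intensity, acquired by 488 nm laser-scanning cytometry on HeLa lamin A-EGFP minigene reporter cells. Compound incubation 48 hrs at 37 °C in Opti-MEM with 2% FBS; DMSO 0.5% final.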
RECQ1 inh – inhibitors of human RECQ1 DNA helicase | P46063 | RECQ1 DNA unwinding, red fluorescence kinetic read | Potency, µM (titrated, usually from 57.3 µM), for inactives: at the highest dose activity, negative = inhibition, hits mostly inhibitors | 0.54% of 240,000 active;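 note: plate controls were vehicle for no effect and no enzyme for full effect; nearly all actives have a fitted effect of over 30% in size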
Target sequence (P46063 whole entry, looked up): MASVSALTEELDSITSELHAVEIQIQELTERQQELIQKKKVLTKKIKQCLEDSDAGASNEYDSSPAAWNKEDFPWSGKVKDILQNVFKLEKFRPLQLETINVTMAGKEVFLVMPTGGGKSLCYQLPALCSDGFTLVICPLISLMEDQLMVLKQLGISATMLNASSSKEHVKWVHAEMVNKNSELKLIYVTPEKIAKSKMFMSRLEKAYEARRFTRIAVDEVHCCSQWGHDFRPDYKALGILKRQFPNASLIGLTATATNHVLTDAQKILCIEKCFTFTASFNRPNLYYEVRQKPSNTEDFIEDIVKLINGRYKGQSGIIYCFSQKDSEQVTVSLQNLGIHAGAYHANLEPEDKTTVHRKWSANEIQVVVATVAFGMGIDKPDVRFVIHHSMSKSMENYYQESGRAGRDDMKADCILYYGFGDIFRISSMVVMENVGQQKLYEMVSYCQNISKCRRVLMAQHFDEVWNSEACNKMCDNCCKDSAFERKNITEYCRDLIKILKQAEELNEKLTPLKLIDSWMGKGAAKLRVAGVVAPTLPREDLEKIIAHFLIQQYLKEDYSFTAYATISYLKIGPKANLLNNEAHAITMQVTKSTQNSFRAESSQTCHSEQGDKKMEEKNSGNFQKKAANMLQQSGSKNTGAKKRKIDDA
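50 nM RECQ1T1 preincubated 15 min with compound in Tris pH 8.0 buffer with MgCl2, DTT, Tween-20 and 2.5 ug/ml poly(dI-dC); started with 200 nM TAMRA/BHQ-2 forked duplex and 2 mM ATP. Unwinding read as fluorescence (525/598 nm), two reads 2 h apart.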
SMN2 splice enh – SMN2 splice variant enhancement. HEK293 SMN2-luciferase splicing reporter, luminescence, 30-36 h. Potency, µM (highest dose often 46.1 µM), without a hit: at the highest dose activity change, positive = activation, hits mostly activators. 2.8% of 210,000 active; note: % of control where 0% means no effect; nearly all actives have a fitted effect of over 55% in size
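HEK293 cells carry an SMN2 minigene-luciferase reporter in which exon 7 inclusion puts luciferase in frame. Cells were seeded at 2000 cells/well, attached for 10-12 hours, then exposed to compounds for 30-36 hours at 37C before ONE-Glo luminescence.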
TexasRed fluor – Texas Red fluorescence interference in TRb-SRC2 counter-screen; Potency, µM (doses to about 106 µM), for inactives: at the highest dose fluorescence change, negative = quenching; TRb/SRC2 Texas Red total fluorescence interference; 0.29% of 280,000 active; active = well fitted curve in either direction with a large enough effect; inconclusive = small, poorly fitted or top-dose-only effect; note: % is set by controls: 0 for no effect and ±100 for the full control effect
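Human TRb ligand-binding domain at 0.6 uM with 20 nM Texas Red SRC2 peptide in Tris buffer containing 1 uM T3 and 5% DMSO, incubated with compound 5 h at ambient temperature. Total fluorescence (555/632 nm) calculated as parallel + 2 × perpendicular.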
TRb-SRC2 inh – inhibitors of human thyroid hormone receptor beta-SRC2 interaction. TRbeta-SRC2 peptide binding, fluorescence polarization; receptor liganded with 1 µM T3. Potency, µM (doses to about 106 µM), for inactives: top-dose activity change, negative = inhibition, actives largely listed as inhibitors. P10828. AID 1469. 0.065% of 280,000 active;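 note: plate controls were bound peptide for no effect and peptide without receptor for full effect; nearly all actives have a fitted effect of over 50% in size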
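TRb LBD 0.6 uM + Texas Red SRC2 peptide 20 nM, 1 uM T3, Tris buffer w/ 5% DMSO; compound pinned, 5 h RT; FP read ex 555/em 632; normalized to unbound and bound controls.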
ALDH1A1 inh – blocks purified human ALDH1A1 activity; P00352; Purified ALDH1A1, NADH fluorescence, propionaldehyde substrate; Potency, µM (series often up to 75.3 µM), inactives show at the highest dose activity, negative = inhibition, hits mostly inhibitors; 7.3% of 220,000 active; AID 1030; active = well fitted inhibition curve with a large enough effect, not every such curve was filed as active; inconclusive = small, poorly fitted or top-dose-only effect, or another doubt; inactive = no such curve, though single readings can be large or run the other way;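 note: plate controls were no enzyme wells and a reference inhibitor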
Starred values were filed as active, the others as inactive; i = inactive; ? = inconclusive; · = no result given; [ ] = dose if it differs, or a comment. Unless noted, calls come from the whole dose curve; as a rule, active = well fitted curve in the direction sought with a large enough effect; inconclusive = small, poorly fitted or top-dose-only effect, or another doubt; inactive = no such curve, though single readings can be large; an effect the other way counts as inactive or inconclusive. Potency is the fitted concentration of half-maximal effect. These rows are one share of the data; rates above refer to the full screens.

nr | Structure | RGS12 GoLoco inh | KDM4E inh | Lamin A splicing | RECQ1 inh | SMN2 splice enh | TexasRed fluor | TRb-SRC2 inh | ALDH1A1 inh
1 | Cc1ccc(C2NC(=O)NC3=C2CCc2ccccc23)cc1 (stereo not drawn) | -7% | ? | 8% | -11% | -23% | 2% | 4% | ?
2 | FC(F)(F)c1ccccc1NC(=S)N1CCc2ccccc2C1 | -3% | 1% | ? | 3% | -50%[inhibitor] | 0% | 0% | ?
3 | CCCS(=O)(=O)N1CCCC(C(=O)NCCN2CCC(Cc3ccccc3)CC2)C1 (stereo not drawn) | 3% | -2% | 18% | i | -28% | 0% | -17% | 2%
4 | CC1(C)Cc2c(sc3nc(-c4ccccc4)n(N)c(=O)c23)CO1 | -5% | 0% | -1% | i | -4% | -2% | 2% | 3%
5 | COC(=O)CSc1nnc(-c2ccc(S(=O)(=O)N3CCCC3)cc2)n1C | -12% | ? | 5% | 14% | 9% | 0% | -24% | ?
6 | CCCn1nnnc1-c1cc(Cl)cc(Cl)c1 | 2% | -5% | 5% | -13% | 6% | -1% | -1% | 1%
7 | O=C1Nc2ccccc2C(=O)C1(Cl)Cc1ccccc1 (stereo not drawn) | -3% | ? | -3% | -3% | -2% | -3% | 1% | 14µM*
8 | CCCCOc1ccc(S(=O)(=O)Nc2ccc(NC(C)=O)cc2)cc1 | 10% | -3% | ? | -4% | -83%[inhibitor] | -6% | -3% | 2%
9 | Cc1ccc(S(=O)(=O)NN2C(=O)/C(=C/c3cccs3)SC2=S)cc1 | -2% | 7% | · | -7% | · | -3% | 0% | ·
10 | COC(=O)c1ccc(C(=O)OC)c(NC(=O)CN(C)Cc2cccc(Cl)c2Cl)c1 | 8% | 0% | ? | i | 2% | -2% | 1% | -2%
11 | CNC(=S)Nc1cc(C)ccc1OC(F)F | -1% | -1% | · | -9% | · | -3% | -6% | -7%
12 | Cc1cc(=O)n2[nH]c(C)c(-c3ccc(Cl)cc3)c2n1 | 29% | ? | ? | -2% | -60%[inhibitor] | -3% | -12% | -6%
13 | Cc1ccccc1OCC(=O)OCC(=O)Nc1ccc(S(N)(=O)=O)cc1 | -5% | 18% | 5%[46 µM] | 18% | 3% | 0% | 9% | -1%
14 | CCN(CC)CC(O)CN1C(=O)NC(C)(C)C1=O (stereo not drawn) | 12% | -5% | 2%[46 µM] | -7% | · | -3% | 3% | 8%
15 | CCOC(=O)C1CCN(C(=O)Nc2ccc3oc(C)nc3c2)CC1 | 3% | -4% | 2% | -2% | -8% | -3% | 1% | 6%
16 | Cc1ccc(-c2nnc(N3CCC(C)CC3)c3ccccc23)cc1C | -2% | 6% | 8%[46 µM] | 11% | -35%[inhibitor] | -4% | -4% | ?
17 | C/C(=N\NC(=O)CNC(=O)C(c1ccccc1)c1ccccc1)c1ccc(C)cc1 | 13% | -5% | ? | 7% | 29% | 1% | -3% | 5%
18 | O=C(CCCSc1nc2ccccc2c(=O)[nH]1)c1ccc(F)cc1 | 0% | -11% | ? | 2% | 7% | 2% | 6% | ?
19 | O=C(N/N=C/c1ccc2c(c1)OCO2)c1cc(-c2ccncc2)nc2ccccc12 | 3% | 8% | ? | 3% | -26% | -5% | -4% | 2%
20 | O=C(CSc1nnc(-c2ccccc2)n1-c1ccc(Cl)cc1)N/N=C/c1ccco1 | -5% | 5% | 8% | i | 10% | 2% | -1% | 7%
21 | O=C(O)c1oc2ccccc2c1CSc1ccccn1 | -7% | -4% | 21% | i | 20% | -2% | 4% | 7%
22 | CCN1CCCC1CNC(=O)C(=O)Nc1ccccc1OC (stereo not drawn) | 8% | 3% | 10%[0.0737 µM] | -9% | -5% | -1% | -3% | 8%
23 | Cc1nc(Sc2cccn2C)c(C(F)(F)F)c(=O)[nH]1 | -2% | 3% | -7% | 2% | -10% | 0% | 1% | 9%
24 | CSc1nc(N2CCOCC2)c2ccccc2n1 | 8% | -2% | -1% | 4% | -8% | -2% | 6% | -7%
25 | O=C(Nc1cccc(Br)c1)c1ccc(OC2CSC2)cc1 | 3% | -22% | · | -19% | 74% | -3% | -1% | ?
26 | COc1ccc(S(=O)(=O)N2CCOCC2)cc1C(=O)Nc1cc(C)on1 | 5% | -22% | -4% | -17% | 10% | -1% | -4% | -14%
27 | CCc1nnc(NC(=O)C2CCC2)s1 | 2% | -4% | 5% | -3% | · | -4% | -17% | 1%
28 | COC(=O)[C@H]1[C@@H](C)N(Cc2ccccc2)C(=O)N[C@H]1c1cccc(C(F)(F)F)c1 | 0%[14.2 µM] | -3%[11.4 µM] | 8%[9.22 µM] | i[11.5 µM] | -1%[9.22 µM] | -15%[11.2 µM] | 7%[11.2 µM] | 12%[13.5 µM]
29 | COc1ccc(CNC(=O)COC(=O)C2CCN(S(=O)(=O)c3ccccc3C(F)(F)F)CC2)cc1 | -18% | 3% | -8% | -12% | -17%[1.84 µM] | -2% | 5% | -5%
30 | CCc1nnc(NC(=O)CSc2nnnn2-c2cccc(C(=O)OC)c2)s1 | 13% | 1% | -1% | -9% | 28% | 0% | -6% | ?
31 | COc1ccc(S(=O)(=O)N2CCOCC2)cc1NC(=O)CSc1ncnc2ccccc12 | 11% | -2% | ? | i | -12% | -6% | -5% | 1%
32 | Cc1cc(C)cc(NC(=S)NC2CC3CCCC(C2)N3C2CC2)c1 (stereo not drawn) | 12% | 8% | ? | i | -5% | -1% | 7% | 4%
33 | CCOc1ccc(NC(=O)CN(C)c2nnnn2-c2ccccc2)cc1OCC | 15% | -4% | 0% | -12% | -1% | 0% | 6% | ?
34 | COc1ccc(Oc2nc3ccccc3n3cccc23)cc1 | -3% | ? | -9% | -19% | 0% | -7% | -5% | ?
35 | Cc1cc(=O)[nH]c(Sc2c(-c3ccccc3)c3ccccc3[nH]c2=O)n1 | 8% | ? | -7% | -10% | 0% | 0% | -3% | ?
36 | CCN(Cc1ccccc1)C(=O)COC(=O)CNC(=O)c1ccc(C)s1 | 4% | -1% | 6%[46 µM] | -11% | 13% | -4% | -2% | 7%
37 | COc1ccc(NC(=S)N2CCc3ccccc3C2)cc1 | 9% | 8% | 4% | 0% | ? | 4% | -8% | -6%
38 | O=C(NCc1cccnc1)C(=O)N/N=C/c1ccc([N+](=O)[O-])cc1 | -4% | 6% | · | -15% | 9% | -3% | -10% | 5%
39 | O=C(c1ccc([N+](=O)[O-])cc1)N(C1=NCCCCS1)c1ccccc1 | -13% | 4% | 1% | -4% | 11% | -2% | -4% | -2%
40 | O=C(C1=NNC2C(=O)N(c3ccccc3)C(=O)C12)c1nc(Cl)ccc1Cl (stereo not drawn) | -6% | 0% | -10% | -6% | -7% | -4% | -2% | 11%
41 | CC(C)c1cc(C(N)=O)c(NC(=O)c2cccc(COc3ccc(Cl)cc3)c2)s1 | 8% | ? | -13% | -7% | 1.8µM* | 1% | -4% | ?
42 | CCN(CC)S(=O)(=O)c1ccc(N2CCOCC2)c(NC(=O)COc2ccc(Cl)cc2)c1 | 18% | -19% | · | -14% | · | -1% | 4% | ·
43 | Cc1cc(/C=C2/C(=N)N3C(=NC2=O)SN=C3S(C)(=O)=O)c(C)n1-c1ccc(F)cc1 | 0% | 32µM* | 13%[9.22 µM] | -5% | ? | 0% | -5% | 28µM*
44 | CN1CCN(CC(=O)C23CC4CC(CC(C4)C2)C3)CC1 | 1% | 2% | 12% | i | -1% | 1% | -6% | 20µM*
45 | C(=N\N=C\c1cccnc1)/c1cccnc1 | -1% | -4% | 1% | -6% | -5% | 1% | -3% | 17%
46 | Cc1ccc(NC(=O)c2nc[nH]c2C(=O)N[C@@H](C)C(=O)OC(C)(C)C)cc1 | 8% | -3% | · | i | · | -1% | 3% | ·
47 | CCN[C@@H]1C[C@H](C)S(=O)(=O)c2sc(S(N)(=O)=O)cc21 | 11%[21.6 µM] | 3%[25.5 µM] | ? | -7%[25.9 µM] | -11%[20.6 µM] | -1% | -1% | 13%[20.9 µM]
48 | CCc1ccc(/C=N/NC(=O)c2cc(C)on2)s1 | 12% | -1% | 4% | -13% | ? | 1% | 0% | -3%
49 | CN1c2ccccc2C(=O)C(=C2SCCCS2)S1(=O)=O | 4% | 4% | · | -3% | · | -4% | 0% | ·
50 | Cc1ccccc1N/C(SCc1cccc(Br)c1)=C(/C#N)C(N)=O | 0% | 4% | -14% | -4% | -10% | 1% | -6% | 4%
51 | O=[N+]([O-])c1ccccc1/C=N/Nc1nnc(-c2ccccc2)c(-c2ccccc2)n1 | 4% | 3% | -6% | -8% | 0% | 7% | 6% | 0.28µM*
52 | Cc1nc2cc(S(=O)(=O)N(C)C)ccc2n1-c1ccccc1 | 13% | 3% | -9% | -6% | -25% | -1% | -4% | -4%
53 | CCC1CCCCN1C(=O)CN1C(=O)CSC1=O (stereo not drawn) | 7% | 3% | -8% | 2% | -23% | -3% | -2% | ?
54 | Cc1ccc(S(=O)(=O)/N=C(\Nc2cc(C)on2)c2ccc(Cl)cc2)cc1 | 2% | -4% | 4% | -14% | ? | -3% | -6% | ?
55 | CCC1=NN2C(=N)/C(=C/c3c(C)nn(-c4ccccc4)c3Cl)C(=O)N=C2S1 | 11% | -5% | ? | -6% | 12% | -2% | -3% | 4%
56 | CCC(C)NC(=O)CCS(=O)(=O)c1ccc(Br)s1 (stereo not drawn) | -49% | -1% | 6% | 1% | 5% | -2% | -3% | -11%
57 | Cc1cccc(C)c1NC(=O)C(Cl)=C(Cl)Cl | 9% | -4% | 0%[9.22 µM] | 21% | -5% | 0% | 0% | ?
58 | COC(=O)CNC(=O)c1c(-c2ccccc2Cl)noc1C | 7% | 6% | 3% | -17% | 22% | 0% | -3% | 4%
59 | O=C(Nc1ccc(CN2CCOCC2)cc1)c1cccc(-c2cc3ccccc3oc2=O)c1 | -4% | ? | ? | i | -34%[inhibitor] | -2% | -1% | ?
60 | CCOc1ccc(/C=N/OCC(=O)NCc2ccc3c(c2)OCO3)cc1OC | · | -9% | -22% | -7% | · | 2% | 0% | 10%
